# Assay outcomes (PubChem)
# CaV13 ICDI inh: Disruptors of the CACNA1D IQ motif to Ca2+-dependent inactivation inhibitor domain association, primary screening, Förster resonance energy transfer in intact living …; actives 0.098% (n = 340,000); HEK cells, CFP/YFP FRET ICDI-IQ, plate reader, 10 min; percent FRET-ratio fall versus neutral wells; inhibition, % at 12.3 µM;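 active = mean replicate inhibition of at least 30% and at least 1% of replicates passing that level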;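 also: 0% = median of the neutral control wells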
# ABCB6 inh 2: human ABCB6 transporter inhibition; actives 0.19% (n = 360,000); AID 602162; fluorescence ratio to DMSO, % at 10 µM; K562-ABCB6 porphyrin accumulation, flow cytometry, 1 h; stronger effect = lower value; Q9NP58;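 active = fluorescence ratio to DMSO below 75%, the collection mean minus 3 SD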;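 also: signal is porphyrin accumulated inside mitochondria; 100% equals median channel fluorescence of DMSO control wells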
# Target sequence (Q9NP58 whole entry, looked up): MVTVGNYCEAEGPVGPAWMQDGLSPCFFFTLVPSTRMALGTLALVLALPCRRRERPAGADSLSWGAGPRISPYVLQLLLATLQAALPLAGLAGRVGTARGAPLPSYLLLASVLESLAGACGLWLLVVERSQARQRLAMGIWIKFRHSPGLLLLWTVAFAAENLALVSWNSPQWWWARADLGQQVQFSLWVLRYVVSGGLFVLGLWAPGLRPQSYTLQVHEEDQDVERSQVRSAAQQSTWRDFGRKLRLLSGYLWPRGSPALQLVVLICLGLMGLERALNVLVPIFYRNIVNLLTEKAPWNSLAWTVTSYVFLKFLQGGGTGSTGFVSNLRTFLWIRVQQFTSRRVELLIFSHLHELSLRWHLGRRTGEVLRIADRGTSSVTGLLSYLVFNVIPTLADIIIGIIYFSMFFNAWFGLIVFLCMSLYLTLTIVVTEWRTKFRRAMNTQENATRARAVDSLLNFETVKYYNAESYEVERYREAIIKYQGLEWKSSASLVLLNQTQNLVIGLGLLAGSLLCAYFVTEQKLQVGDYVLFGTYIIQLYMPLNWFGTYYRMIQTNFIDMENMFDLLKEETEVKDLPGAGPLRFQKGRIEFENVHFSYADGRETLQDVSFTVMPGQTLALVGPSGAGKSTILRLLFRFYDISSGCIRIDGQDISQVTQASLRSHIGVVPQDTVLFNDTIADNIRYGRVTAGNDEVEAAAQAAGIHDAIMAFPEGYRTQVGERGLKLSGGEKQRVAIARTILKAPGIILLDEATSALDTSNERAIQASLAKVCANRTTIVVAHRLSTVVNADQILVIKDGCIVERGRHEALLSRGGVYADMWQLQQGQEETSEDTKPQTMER
# Cardio protect: modulators protecting cardiomyocytes from myocardial damage; H9c2 cardiomyocytes, H2O2 injury protection, ATPLite, 2 h; protection from H2O2 cell death, % at 20 µM; actives 0.63% (n = 360,000); AID 588492;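 active = compounds giving at least 50% protection of heart cells from peroxide-induced death in the single-dose screen, raw or plate-pattern-corrected value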;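 also: 0% = DMSO wells with peroxide and 100% = DMSO wells without peroxide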
# MC4R antagonist: antagonists of human melanocortin 4 receptor (MC4R); AID 540295; inhibition, % at 6.5 µM; actives 0.48% (n = 360,000); P32245; MC4R-expressing cells, MTII-stimulated cAMP, LANCE TR-FRET;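 active = inhibition above its plate's cutoff, the mean of tested wells on that plate plus 3 SD, cut at about 29% in these data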;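 also: 0% = Melanotan II alone and 100% = Melanotan II plus saturating MCL0020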
#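 Assay system: human MC4R-expressing U2OS cells; reagent: Melanotan II stimulation of cells; dosing: 6.5 µM single dose; timing: compound 30 min, challenge 1 h, detection 1 h; signal: TR-FRET cAMP assay; replicates: one well per compound, no replicates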
# m5-HT2A agonist: mouse HTR2A agonism via beta-arrestin recruitment. CHO-K1 mHTR2A beta-arrestin complementation, luminescence; percent of 30 µM serotonin response. P35363. actives 0.66% (n = 360,000). activation, % at 7.6 µM;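 active = activation above a run cutoff, the mean activation of all tested compounds plus 3 SD, cut at about 14% in these data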;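 also: 0% = plate median of compound wells and 100% = 30 µM serotonin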
# PDI turbidity: PDI (human) enzyme inhibition | inhibition, % at 10 µM | actives 0.052% (n = 350,000) | PDI insulin aggregation turbidity, A650, 90 min;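 active = mean inhibition across replicates of 30% or more, whatever share of single replicates reach that level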;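 also: absorbance from insulin aggregation driven by PDI reduction with DTT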
# ABHD5-PLIN5 inh: ABHD5-PLIN5 protein interaction inhibition. Q00G26+Q8WTS1. Split G. princeps luciferase complementation, luminescence, 4 h. inhibition, % at 4 µM. actives 0.78% (n = 360,000). AID 602281;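 active = inhibition above the mean inhibition across every tested compound plus 3 SD, cut at about 22% in these data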;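 also: 0% = DMSO only wells and the 100% control is not disclosed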
# MC4R barr agon: agonists of human melanocortin 4 receptor (MC4R) beta-arrestin; P32245; U2OS MC4R beta-arrestin complementation, luminescence; percent of melanotan II response, DMSO zero; activation, % at 8.9 µM; actives 0.98% (n = 360,000); AID 540308;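 active = activation above a per-plate cutoff, the mean activation of sample wells on that plate plus 3 SD, cut at about 8% in these data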
# Glyco luc inh: N-linked glycosylation inhibition; D54 ERlucT glycosylation luciferase reporter, 24 h; percent of 100 nM tunicamycin response; reporter increase, % at 12.5 µM; actives 0.23% (n = 360,000);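 active = mean luciferase reporter signal, scaled so untreated is 0 and the glycosylation-blocking control 100, at or above a set limit in every replicate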;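 also: luciferase carries N-glycosylation sites so blocking glycosylation raises the light; 0% = median of neutral control wells and 100% = median of 100 nM tunicamycin wells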
# Granule exo inh: lytic granule exocytosis inhibition; TALL-104 LAMP-1 surface exposure, flow cytometry; cells stimulated with thapsigargin and PMA; inhibition, % at 10 µM; actives 0.66% (n = 360,000); AID 651702;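 active = inhibition above about 55%, limit read from the data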
# Numbers without * were called inactive; / = no result given.
SMILES,CaV13 ICDI inh,ABCB6 inh 2,Cardio protect,MC4R antagonist,m5-HT2A agonist,PDI turbidity,ABHD5-PLIN5 inh,MC4R barr agon,Glyco luc inh,Granule exo inh
CCCCn1c(N)c(N(CCOC)C(=O)CCS(=O)(=O)c2ccc(Cl)cc2)c(=O)[nH]c1=O,-13,96,5,4,0,7,3,0.6,1,2
COc1ccc(C(C)=O)cc1COC(=O)c1cccnc1Cl,-7,99,13,-2,-1,1,-10,-1.9,3,15
COc1cc(/C=C/C(=O)OCC(=O)NC(C)c2ccccc2)cc(OC)c1OC (centres undefined),-5,99,-2,-2,15*,3,5,-1.2,5,-4
COc1ccc(N2CCN(C(=O)c3cc(-c4cccs4)nc4ccccc34)CC2)cc1,6,92,19,1,0,-3,4,1.0,-2,-4
CC(C)(Oc1ccc(Cl)cc1)C(=O)N1CCN(c2ccccn2)CC1,/,104,8,3,6,10,-5,0.5,-3,23
Cc1ccc(CN2CCC(n3nccc3NC(=O)C3CCOC3)CC2)cc1 (centres undefined),-3,98,-3,-1,-5,2,-4,-2.6,0,-3
O=S(=O)(c1ccc2c(c1)OCCO2)N1CCC(n2cnc3cc(F)ccc32)CC1,-7,100,-14,-2,-3,1,-7,1.5,-3,-3
COc1ccccc1OCCOCCN1CCCC1,15,98,2,-4,-2,10,-1,0.0,0,-3
CC1Cc2ccccc2N1CC(=O)NC(=O)NC1CCCC1 (centres undefined),-2,93,-5,0,-1,18,3,-2.0,-1,-1
COc1ccc(NC(=O)c2cc3c(=O)n(C)c4ccccc4c3s2)cc1OC,-4,97,0,0,-1,-11,0,-1.7,5,-4
Cc1ccccc1C(=O)NC(=S)NCCN1CCOCC1,-4,96,1,12,-1,3,1,-1.6,1,5
O=C(CSc1ncc(C(F)(F)F)cc1Cl)NCC1CCCO1 (centres undefined),1,96,-3,12,1,3,3,-0.6,-2,1

# Some of the entries above in another layout.
Compound | CaV13 ICDI inh | ABCB6 inh 2 | Cardio protect | MC4R antagonist | m5-HT2A agonist | PDI turbidity | ABHD5-PLIN5 inh | MC4R barr agon | Glyco luc inh | Granule exo inh
COc1cc(/C=C/C(=O)OCC(=O)NC(C)c2ccccc2)cc(OC)c1OC (centres undefined) | -5 | 99 | -2 | -2 | 15* | 3 | 5 | -1.2 | 5 | -4
COc1ccc(N2CCN(C(=O)c3cc(-c4cccs4)nc4ccccc34)CC2)cc1 | 6 | 92 | 19 | 1 | 0 | -3 | 4 | 1.0 | -2 | -4
CC(C)(Oc1ccc(Cl)cc1)C(=O)N1CCN(c2ccccn2)CC1 | / | 104 | 8 | 3 | 6 | 10 | -5 | 0.5 | -3 | 23
Cc1ccc(CN2CCC(n3nccc3NC(=O)C3CCOC3)CC2)cc1 (centres undefined) | -3 | 98 | -3 | -1 | -5 | 2 | -4 | -2.6 | 0 | -3

# Going on with the list:
SMILES,CaV13 ICDI inh,ABCB6 inh 2,Cardio protect,MC4R antagonist,m5-HT2A agonist,PDI turbidity,ABHD5-PLIN5 inh,MC4R barr agon,Glyco luc inh,Granule exo inh
COc1ccc(C(=O)NCCC2=CCCCC2)cc1[N+](=O)[O-],-3,95,-7,13,-1,5,2,-4.0,-3,9
CCC1(CC)NC(=O)N(CC(=O)Nc2ccc(OCc3ccccc3)cc2)C1=O,-7,104,4,1,-4,0,6,0.0,-1,14
COc1ccc(NCc2ccc3c(c2)OCO3)cc1Cl,-6,98,-6,4,1,-3,1,-0.9,-1,1
CC(C)Oc1ccccc1/C=N/NC(=O)C1CC1,-17,97,-2,-4,7,-10,-1,-0.6,2,-5
COc1ccc(CC(N)c2csc(NC(=O)c3cc(C(C)(C)C)nn3Cc3ccccc3)n2)cc1 (centres undefined),-10,95,-29,14,3,-2,-9,4.5,-18,17
CN(CCc1ccccc1)C(=O)c1cc(COc2cccc(C(F)(F)F)c2)on1,-15,93,-10,3,-13,5,-9,0.5,-2,5
CC(=O)/C=C(\C)Nc1c(C)n(C)n(-c2ccccc2)c1=O,-2,96,1,-3,-1,-1,0,-4.2,1,-1
N#Cc1cnc2c(-c3ccccc3)c(-c3ccccc3)nn2c1N,-3,100,7,5,5,-9,3,0.8,3,-7
O=C(NCCc1ccccn1)c1cc(-c2ccc(Cl)cc2)nc2ccccc12,-3,97,5,7,-3,-2,10,-1.2,-1,-2
COc1ccc([N+](=O)[O-])cc1NC(=O)c1cc(C)c(C)o1,1,95,-3,6,3,16,10,1.5,0,2
CCCCNS(=O)(=O)c1cccc(NC(=O)[C@H]2C[C@H](O)[C@@H](CO)O2)c1,-5,96,2,7,0,0,-5,-0.2,0,-16
COc1cc(NC(=O)c2cccs2)c(C(=O)OCC(=O)NC(C)c2ccccc2)cc1OC (centres undefined),-5,96,43,5,-2,-7,-1,2.3,2,5
NC(=O)N/N=C\c1cc(Br)ccc1O,-5,95,-10,4,-10,1,0,0.3,4,3
COC(=O)CC1CC2(C(=O)OC)c3[nH]c4ccccc4c3CCN2C1=O (centres undefined),-4,100,12,/,-4,/,3,/,2,-3
Nc1nc2ccccc2[nH]1,-15,98,3,6,-1,-2,7,-0.8,-1,-2
O=C(Nc1ccc(Oc2ccc(NC(=O)Nc3ccccc3Cl)cc2)cc1)Nc1ccccc1Cl,-20,98,2,13,-2,-10,5,-0.6,2,-38
Cc1ccc(S(=O)(=O)CCC(=O)NCCN2C(=O)S/C(=C/c3ccc(F)cc3)C2=O)cc1,-5,90,-9,0,-3,8,5,1.0,0,-2
CCC(=O)c1ccc(OC(=O)c2cnccn2)cc1,4,104,0,8,-5,1,1,-2.6,3,0
COc1ccc(CCNC(=S)N2CCC(C(=O)c3ccc(F)cc3)CC2)cc1OC,-4,86,-17,14,-6,0,-3,0.7,-6,4
Cc1ccc(-c2cc(C(=O)N3CCCc4ccccc43)no2)cc1,-5,99,-22,-6,-3,-6,6,0.9,-3,-5
Cc1ccc(CNCc2ccc3c(c2)OCO3)cc1,-21,92,-5,2,-1,-8,3,-0.1,-1,-1
COC(=O)c1cccc(NC(=O)CN2CCOCC2)c1,/,98,6,9,-2,-1,0,-2.7,3,-2
O=C(Nc1ccc(NC(=O)c2cccs2)cn1)c1ccco1,-2,94,-22,-7,-2,-9,2,0.2,-14,-1
c1ccc(CNc2nc(Oc3ccncc3)c3sccc3n2)cc1,-3,97,-1,4,5,0,-2,-2.1,2,-8
COc1ccc(NC(=O)C2CCCN(C(=O)NC3CCCCC3)C2)cc1OC (centres undefined),-4,99,4,1,3,1,2,-1.1,2,4
CN(C)c1ccc(CN(C(=O)c2ccc(Cl)c([N+](=O)[O-])c2)C2CCS(=O)(=O)C2)cc1 (centres undefined),-1,98,4,27,-1,-9,1,-2.1,1,5
CN(Cc1ccccc1)C(=O)CSc1n[nH]c(N)n1,-3,90,10,-5,8,1,-4,0.8,0,2
CC(=O)N1CCN(c2ccc(Nc3nc(C)nc4c3oc3ccccc34)cc2)CC1,/,91,9,-9,-3,5,-4,-1.5,5,-2
O=C1CC(N2CCN(C/C=C/c3ccccc3)CC2)C(=O)N1CCc1ccccc1 (centres undefined),-8,92,-15,5,-7,22,2,0.1,-3,-4
COc1cccc(N=Cc2nc(-c3ccccc3)oc2OC(C)=O)c1,-1,96,9,3,1,10,-1,-1.1,1,64*
O=C(Nc1cccc(C(F)(F)F)c1)c1cccc(NS(=O)(=O)c2ccc(Br)c(C(=O)O)c2)c1,2,88,2,2,-4,1,-2,-1.0,0,-2
CCN(CC)c1nc(N)nc(N(c2ccccc2)c2ccccc2)n1,-7,96,-14,12,-10,7,-11,-1.5,1,17
CCN1CCN(Cc2c(O)ccc3c2O/C(=C\c2ccc(C)cc2)C3=O)CC1,-8,108,3,1,-2,-4,-7,0.2,-4,0
O=C(O)CCN1C(=O)c2ccc(Oc3ccc([N+](=O)[O-])cc3)cc2C1=O,-3,89,6,1,4,14,-1,-1.4,0,-1
COc1ccc2[nH]c(=O)c(-c3nnn(-c4ccccc4)n3)cc2c1,-12,92,13,2,-5,-5,2,0.9,1,-5
Cc1ccc(N(CC(=O)NCCc2ccc(Cl)cc2)S(=O)(=O)c2c(C)noc2C)cc1,-16,102,5,12,-5,-5,-13,2.6,-6,0
c1ccc(-c2nc(NCc3cccnc3)c3oc4ccccc4c3n2)cc1,/,91,19,-4,0,-10,14,-2.6,3,0
COc1ccccc1N(C)S(=O)(=O)c1ccc(C(=O)N2CCCC(C(F)(F)F)C2)cc1 (centres undefined),/,74*,-5,-1,3,-5,3,-2.5,0,1
COc1ccc(S(=O)(=O)N2CCC(C(=O)N3CCc4ccccc4C3)CC2)cc1,-4,103,-14,6,-4,-1,4,1.4,0,-4
Cc1ccccc1C(=O)N1CCC(C(=O)Nc2ccc(C(C)C)cc2)CC1,-5,96,2,18,-5,-8,-7,-3.7,-6,9
CCn1c(CNC(=O)C23CC4CC(CC(C4)C2)C3)nnc1SCC(=O)Nc1nnc(C)s1,11,95,-4,9,0,/,0,-1.1,-2,1
COc1cccc(/C=C2/SC(=S)N(CC(=O)Nc3nnc(C)s3)C2=O)c1,-7,99,8,-1,1,/,-9,0.3,-3,-2
Fc1ccc(N2CCN(c3nc(-c4ccco4)cc(C(F)(F)F)n3)CC2)cc1,-4,96,-1,-1,4,-7,-2,-0.8,-6,-2
COc1ccc(-n2nnnc2-c2ccccc2)cc1,-12,103,8,-5,4,8,-1,0.8,17,0
COc1cccc(CNC(=O)Cn2cccc2C(=O)c2ccccc2C)c1,-2,98,3,14,6,4,-8,-1.2,0,-2
COc1cc(CN2CCCC(C(=O)c3ccc4c5c(cccc35)CC4)C2)cc(OC)c1O (centres undefined),3,101,-12,-11,1,-1,29*,0.0,-7,73*
CCCN(CCC)CC(O)COc1ccc2c(c1)OCO2 (centres undefined),-7,100,12,18,-1,1,4,0.2,-1,6
O=c1c(/C=C(\O)c2ccccc2)nc2ccccc2n1-c1ccccc1,-11,979,3,1,6,-3,2,-1.4,-3,1
O=C(c1nn2c(C(F)(F)F)cc(-c3cccs3)nc2c1Br)N1CCCc2ccccc21,-34,100,-5,6,0,4,5,-0.3,-8,-2
CCC(Oc1ccccc1F)C(=O)Nc1ccc2c(c1)n(C)c(=O)n2C (centres undefined),-21,117,-6,-1,-3,0,5,-1.3,4,-2
Cn1c(=O)c2c(-c3ccccc3)n(-c3ccccc3N)cc2n(C)c1=O,-6,97,14,-14,-1,-21,-3,-1.0,8,-7
Cc1ccccc1C(=O)NCCc1nnc(SCC(=O)Nc2nc(-c3ccccc3)cs2)n1C,-8,91,11,4,-2,-5,-4,1.2,-2,-1
O=C(NCC(O)c1nc2ccccc2[nH]1)c1cc([N+](=O)[O-])ccc1F (centres undefined),-4,99,2,/,-1,/,8,/,-5,-2
Cc1cc(C)c2c(CN3CCN(C)CC3)cc(=O)oc2c1,-8,91,1,6,-8,4,9,-1.0,0,5
O=[N+]([O-])c1cccc(-c2nc(NCc3ccccc3)c3ccccc3n2)c1,-8,100,-10,5,0,-5,-7,-1.0,-3,18
Cc1noc(NC(=O)c2ccc(Cl)cc2)c1Cl,-3,86,-10,4,5,-3,1,-1.5,1,0
CCOC(=O)N1CCN(S(=O)(=O)c2ccc(OC)c(Cl)c2Cl)CC1,-3,90,-6,-6,-1,7,0,0.1,1,-3
